Compound activity (PubChem BioAssay)
12-LOX inh: Primary qHTS assay for inhibitors of human arachidonate 12S-lipoxygenase (ALOX12): Round 2. Potency, µM (titrated, usually from 108 µM), without a hit: at the top dose activity change, negative = inhibition, most hits filed as inhibitors. 1.1% of 580,000 active. Polyunsaturated fatty acid lipoxygenase ALOX12 (Homo sapiens), P18054. AID 1671190, 2021. purified 12hLO, xylenol orange hydroperoxide absorbance; active = well fitted inhibition curve with a large enough effect; inconclusive = small, poorly fitted or top-dose-only effect, or another doubt; inactive = no such curve, though single readings can be large or run the other way; also: potency is read from the fitted curve at half-maximal effect
Target sequence (P18054 whole entry, looked up): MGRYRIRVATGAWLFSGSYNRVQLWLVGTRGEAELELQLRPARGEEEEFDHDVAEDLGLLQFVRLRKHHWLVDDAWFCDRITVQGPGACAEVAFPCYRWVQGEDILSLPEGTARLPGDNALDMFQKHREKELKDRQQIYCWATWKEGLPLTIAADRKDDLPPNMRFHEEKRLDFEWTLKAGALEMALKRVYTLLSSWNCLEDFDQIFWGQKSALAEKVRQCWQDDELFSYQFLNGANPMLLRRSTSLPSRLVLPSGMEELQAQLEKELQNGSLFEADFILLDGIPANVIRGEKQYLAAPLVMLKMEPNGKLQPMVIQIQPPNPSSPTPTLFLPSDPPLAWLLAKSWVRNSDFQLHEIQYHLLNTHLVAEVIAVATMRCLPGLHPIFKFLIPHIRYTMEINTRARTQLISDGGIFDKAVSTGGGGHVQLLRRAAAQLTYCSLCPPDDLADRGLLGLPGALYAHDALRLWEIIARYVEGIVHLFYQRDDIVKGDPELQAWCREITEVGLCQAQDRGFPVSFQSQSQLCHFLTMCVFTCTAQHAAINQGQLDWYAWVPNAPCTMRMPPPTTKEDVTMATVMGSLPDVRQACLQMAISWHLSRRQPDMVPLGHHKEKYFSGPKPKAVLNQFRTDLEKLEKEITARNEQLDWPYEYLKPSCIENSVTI
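Hydroperoxide product was detected by ferrous iron/xylenol orange as the 573 to 405 nm absorbance ratio. Arachidonic acid at 40 uM (final) was turned over for 30 min at room temperature by 150 nM human 12hLO, pH 7.0 Hepes buffer, after 15 min compound preincubation.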
LDHA block: qHTS assay for inhibitors of human lactate dehydrogenase. purified LDHA, NADH/diaphorase-resazurin fluorescence; hits give low values. 0.15% of 480,000 active. AID 1347041, 2019. L-lactate dehydrogenase A chain (Homo sapiens), P00338. activity change, % (values are at about 110 or 230 µM); in the data active = activity change below about -30%; inconclusive = mostly about -25% to -30%;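 also: plate controls were DMSO wells for no effect and wells without enzyme for full effect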
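Human LDH5 (2 nM) was incubated with 0.06 mM NADH and 0.2 mM pyruvate for 5 min at room temperature in Tris pH 7.4. Remaining NADH was coupled through diaphorase/resazurin, and resorufin fluorescence was read at 0 and 20 min.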
* hit, by the source's call; ? = inconclusive; [ ] = remark or other dose. Unless noted, % is scaled to controls: 0 for no effect and ±100 for the full control effect. This is a subset. The share of hits here may be higher or lower than overall.

SMILES	12-LOX inh	LDHA block
CC(NC(=O)C1CCCC1)c1ccc(Cl)cc1Cl (configuration not stated)	38%	-5
CC(NC(=O)CSc1ccc(C(F)(F)F)cn1)c1ccccc1 (configuration not stated)	?	9
O=C(CCc1ncc(-c2ccc(Cl)cc2)o1)Nc1ccc(F)cc1F	-9%	3
CCCN(CCOC)Cc1ccc(C#N)cc1	0%	1
O=C(Nc1nnc([C@@H]2C[C@H](O)[C@@H](CO)O2)s1)c1cccs1	6%	3
CCCS(=O)(=O)NC(=O)C1(C)CCCN(C(=O)COc2ccc(Cl)cc2Cl)C1 (configuration not stated)	-1%	-5
Cc1ccc2oc(C(=O)Nc3ccc(S(=O)(=O)Nc4cc(C)nc(C)n4)cc3)cc(=O)c2c1	?	1
CCC(=O)N1CCC1(C)C(=O)NCc1ccccc1SC (configuration not stated)	2%	-10
CCc1ccc(C(=O)NC(Cc2ccccc2)C(=O)O)cc1 (configuration not stated)	4%	11
Cc1cccc(C(=O)NC2CCCCC2C)c1 (configuration not stated)	-24%	-20
CC1(C)CC(=O)C(CCS(=O)(=O)Oc2ccccc2)(CCS(=O)(=O)Oc2ccccc2)C(=O)C1	?	9
COc1cc(NC(=O)Nc2nc(C(N)C(C)C)cs2)cc(OC)c1OC (configuration not stated)	-2%	6
CCc1nc2ccc(C(=O)N3CCN(C(=O)c4ccco4)CC3)cn2c1N(C)Cc1cccs1	-5%	-14
Cc1ccc(F)cc1C(=O)N1CCCCC1c1cc(C(=O)Nc2ccccc2)no1 (configuration not stated)	3%	-5
COc1cc(/C=C/C(=O)c2ccc(O)cc2)cc(Cl)c1O	?	2
Cc1nc2cc(NC(=O)C(C)Oc3ccc(Cl)cc3Cl)ccc2o1 (configuration not stated)	?	3
COc1ccc(C=O)cc1COC(=O)COc1ccc(Cl)cc1Cl	15%	-2
CCCNC(=O)c1ccc(Oc2nccnc2Sc2ccccc2)cc1	17%	10
COCCCNc1nccn2ccnc12	12%	-1
CCN(CCc1ccncc1)S(=O)(=O)c1cc(N2C(=O)CCS2(=O)=O)ccc1OC	27%	-13
COCCOc1ccc(C(C)NC(=O)Cc2cccs2)cc1OC (configuration not stated)	-45%	3
COc1cccc(C(O)c2nc(-c3ccc(OC)nc3)cs2)c1 (configuration not stated)	-8%	-4
CCOC(=O)C1=CNc2cc(C)nn2C1(O)C(F)(F)F (configuration not stated)	47%[activator]	-3
CCC(C)(C)C1CCc2c(sc(N)c2C#N)C1 (configuration not stated)	28µM*	14
CCOc1ccc(NC(=O)Cn2c(=O)c3c(ncn3CCC(C)C)n(Cc3ccccc3)c2=O)cc1	?	5
Next part.
SMILES	12-LOX inh	LDHA block
CCCCNC(=S)Nc1ccc(Br)c(C)c1	?	2
CCCCNC(=O)C1(C)CCCCN1C(=O)c1cc(C#N)cs1 (configuration not stated)	6%	-6
O=C(CCc1ncc(-c2ccc(Cl)cc2)o1)NCc1ccc(Cl)cc1Cl	-26%	12
COc1ccc(-c2noc(C(C)NC(=O)c3ccccc3Cl)n2)cc1 (configuration not stated)	16%	-19
CCOC(=O)C1=C[C@@H](C(C)(C)C)N(S(=O)(=O)c2ccc([N+](=O)[O-])cc2)[C@H]1c1ccccc1	1%	-7
CC(C)Cn1nc(C(=O)N2CCCCC2c2nc3ccccc3s2)c2ccccc2c1=O (configuration not stated)	?	4
Cc1cc(C)cc(NS(=O)(=O)c2cc(-c3cnc(C)o3)ccc2C)c1	-2%	1
NC(=O)c1cccnc1NCc1cccc(C(F)(F)F)c1	?	1
O=C(/C=C/[C@H]1O[C@@H](n2ccc(=O)[nH]c2=O)[C@H](O)[C@@H]1O)NCCN1CCCC1	-11%	-2
O=C1CCc2cc(C(=O)NCc3ccnc(N4CCCC4)c3)ccc2N1	-6%	12
COc1cccc(/C=C/c2nc(C#N)c(NCc3ccco3)o2)c1	?	0
CC1(C(=O)Nc2ccc3c(c2)OCCO3)CN(S(C)(=O)=O)CC(=O)N1C1CCCCCC1 (configuration not stated)	-4%	-1
CCn1c(SCc2nc(N)nc(Nc3ccccc3)n2)nnc1C1CC1	-16%	0
COc1ccc(C(=O)OCC(=O)NC2CCC(C)CC2)cc1OC (configuration not stated)	22%	14
CSc1ccc(NC(=O)CCc2ccc(F)cc2)cc1	?	-10
CC1(C(=O)NCc2ccc3c(c2)OCO3)CCN1C(=O)Cc1ccc(Cl)cc1Cl (configuration not stated)	-2%	1
CCN(CC)CC(=O)N1CCN(c2nc(C(C)C)c3c(c2C#N)CC(C)(C)OC3)CC1	-24%	-1
CCOC(=O)CC1(NC(=O)N2CCCCCC2c2cccs2)CCCCC1 (configuration not stated)	-9%	?
CCCNc1nc(-c2ccc3c(c2)CCC(=O)N3)cs1	?	1
CCc1ccccc1-n1c(C)c(C)n2c3c(=O)[nH]c(=O)n(C)c3nc12	1%	14
O=C(Nc1ccc(Cl)c(C(F)(F)F)c1)c1ccc(I)cc1	-27%	-24
Cc1ccc2nc(SCC(=O)Nc3ccccc3C(=O)Nc3ccc4c(c3)OCO4)[nH]c2c1	2%	-20
O=C(Nc1nc(-c2ccc(S(=O)(=O)N3CCCCC3)cc2)cs1)c1ccco1	-3%	9
O=C(c1cc(C2CCCCN2S(=O)(=O)c2ccc(F)cc2F)on1)N1CCOCC1 (configuration not stated)	?	-5
CC(C)C(CNc1ccc2nnnn2n1)N1CCN(C)CC1 (configuration not stated)	-1%	-7

Single records (already shown):
`O=C(/C=C/[C@H]1O[C@@H](n2ccc(=O)[nH]c2=O)[C@H](O)[C@@H]1O)NCCN1CCCC1` is entered as 12-LOX inh = -11%; LDHA block = -2
`COc1ccc(-c2noc(C(C)NC(=O)c3ccccc3Cl)n2)cc1` (configuration not stated) is entered as 12-LOX inh = 16%; LDHA block = -19

(list continues)
SMILES	12-LOX inh	LDHA block
O=C(c1c[nH]c2ccccc12)N1CCN(C(=O)C2CCCCC2)CC1	5%	0
O=C(NC(c1ccc(Cl)cc1)C1CC1)c1ccccc1C(F)(F)F (configuration not stated)	9%	3
O=S(=O)(NCCO)c1ccc(Cl)cc1	?	7
O=C(Cc1cn2ccsc2n1)Nc1cccc(S(=O)(=O)N2CCCC2)c1	-13%	3
COc1ccccc1CNC(=O)Cc1c(C)c2ccc(O)cc2oc1=O	3%	16
CC(Sc1nc(C(F)(F)F)nc2ccccc12)C(=O)N1c2ccccc2CC1C (configuration not stated)	1%	2
CC(C)C(C)NC(=O)CSc1ccc2ccccc2n1 (configuration not stated)	21%	-32*
CCOC(=O)C1=CCN(S(=O)(=O)c2ccc(C)cc2)C1c1ccc(C(C)C)cc1 (configuration not stated)	-16%	-4
CC(C)=CC1C(C(=O)NC2CC(C)(C)NC(C)(C)C2)C1(C)C (configuration not stated)	?	7
COc1cc(C(=O)N2CCN(c3nccs3)CC2)cc(Cl)c1OC(C)C	4%	3
Cc1ccc(C)c(NS(=O)(=O)c2cc(-c3cnc(C)o3)ccc2C)c1	-29%	1
O=C(NCc1ccco1)Nc1nnc([C@H]2C[C@H](O)[C@@H](CO)O2)s1	?	1
CCCNc1c(NC(=O)Nc2ccc(OC)cc2OC)c(=O)oc2ccccc12	?	-3
CSc1cccc(NC(=O)CSc2nnc(C(C)N3C(=O)COc4ccccc43)n2C)c1 (configuration not stated)	-11%	-1
N#Cc1ccc(CSc2nnc(-c3c[nH]c4ccccc34)o2)cc1	0%	-8
CCOc1ccc2c(=O)c(Oc3ccccc3)c(C(F)(F)F)oc2c1	-18%	-8
O=C(COC(=O)c1cccc(C(F)(F)F)c1)c1cccc([N+](=O)[O-])c1	?	0
CNc1snc(C)c1C(=O)N(C)CCOc1ccccc1C	43%[activator]	-17
CC1(C(=O)Nc2ccc3c(c2)OCCO3)CCN1C(=O)Cc1ccc(-c2ccccc2)cc1 (configuration not stated)	2%	1
CC(=O)c1cnn(-c2cc(Oc3ccc(S(=O)(=O)c4ccccc4)cc3)nc(C)n2)c1C	25%	-15
Cc1cccc(-c2cc(Nc3cccc(C(=O)N(C)Cc4ccccc4)c3)ncn2)c1	-3%	-8
CSc1ccc(-c2ccc3c(c2)c(Sc2ccccc2)c(-c2ccccc2)n3C)cc1	?	-1
Cc1cc(C)cc(C(=O)Nc2ccc3oc(-c4cccnc4)nc3c2)c1	?	-9
Cc1cc(C)c2c(c1)/C(=N/NC(=S)NC1CCCCC1)CCC2	-29%	1
COc1cccc(NC(=O)c2ccc3nc(C)c(N(C)Cc4ccc(NC(C)=O)cc4)n3c2)c1	4%	-9

Ordered by number of heavy atoms (largest number first): 4 of the compounds above
SMILES	12-LOX inh	LDHA block
CCCNC(=O)c1ccc(Oc2nccnc2Sc2ccccc2)cc1	17%	10
O=C(CCc1ncc(-c2ccc(Cl)cc2)o1)Nc1ccc(F)cc1F	-9%	3
CCCN(CCOC)Cc1ccc(C#N)cc1	0%	1
O=S(=O)(NCCO)c1ccc(Cl)cc1	?	7

Part of the list above in another layout:
Fields – 12-LOX inh, LDHA block
- CSc1ccc(-c2ccc3c(c2)c(Sc2ccccc2)c(-c2ccccc2)n3C)cc1
→ ?, -1
- COc1cccc(NC(=O)c2ccc3nc(C)c(N(C)Cc4ccc(NC(C)=O)cc4)n3c2)c1
→ 4%, -9
- CC(C)C(C)NC(=O)CSc1ccc2ccccc2n1 (configuration not stated)
→ 21%, -32*

(listing goes on)
SMILES	12-LOX inh	LDHA block
C/C(=N\NC(=O)c1ccc(C(C)(C)C)cc1)c1ccc(C)cc1C	55%[activator]	5
CC(C)c1ccccc1NC(=O)Cn1nc(C(=O)O)c2ccccc2c1=O	98%[activator]	0
COc1ccc(Br)cc1C[N+]1(C)CCCCC1	16µM*	-20
CCc1ccc(-c2noc(CN3CCc4cc(OC)c(OC)cc4C3)n2)cc1	-58%	0
Fc1cccc(CN(Cc2ccco2)C2CCCC2)c1	15%	0
O=C(O)/C=C/c1cc(Cl)ccc1Cl	?	-10
CS(=O)(=O)Cc1cccc(C(=O)Oc2ccccc2Br)c1	2%	3
COc1ccc(NC(=O)c2nn(-c3ccccc3)ccc2=O)cc1	-9%	-6
CCC(c1ccc(C(C)=O)cc1)C(CC)c1ccc(C(C)=O)cc1 (configuration not stated)	5%	5
O=C(COc1cccc(Cl)c1Cl)c1ccc2ccccc2c1	?	-1
Cc1cc(C)cc(C(O)c2ncc(-c3ccccc3F)[nH]2)c1 (configuration not stated)	-20%	-8
Nc1[nH]c(C(=O)c2ccccc2)c(-c2ccncc2)c1C(=O)NCCc1c[nH]c2ccccc12	-27%	7
CC(C)c1cc(C(=O)Nc2ccc(Cl)c(C(F)(F)F)c2)nn1C1CCS(=O)(=O)C1 (configuration not stated)	10%	4
CCC(C)(C(=O)NC1CCCC1)N(C(=O)CNC(=O)c1ccccc1)c1ccc(C)cc1 (configuration not stated)	5%	-11
CCc1ccc2c(c1)C(O)(c1c[nH]c3ccccc13)C(=O)N2 (configuration not stated)	-15%	-4
CCCCCCCOc1ccc(OC(=O)c2ccc(-c3ccc(CCC)cn3)cc2)cc1	31%	-2
CC(C)=CC(=O)Nc1ccccc1SCc1ccsc1	26%	0
CC(Oc1ccccc1)C(=O)NCc1ccnc(N2CCCC2)c1 (configuration not stated)	13%	1
Oc1ccc(C[C@H]2CN([C@@H](Cc3ccccc3)CN3CCCC3CN3C(=S)NC[C@@H]3Cc3ccccc3)C(=S)N2CC2CCCCC2)cc1 (some centres not stated)	0%	0
Cc1ccc(C)c(Oc2coc3cc(OC(=O)c4ccco4)ccc3c2=O)c1	22%	5
O=C(COC(=O)C1C=CCCC1)c1ccc(Cl)cc1 (configuration not stated)	3%	1
O=C(c1cccs1)N(Cc1cccc2[nH]ccc12)C1CC1	?	-2
CCCCN(C)C(=O)c1cccc2c(C)c(C)[nH]c12	-36%	1
COc1ccccc1SC(C)C(=O)NC1CCCC1 (configuration not stated)	9%	9
COc1ccc(Nc2nnc(SC(C)C#N)s2)cc1 (configuration not stated)	-24%	12
